M1 ag = human M1 muscarinic receptor agonists, primary screen, Fluo-8 calcium fluorescence, CHO-K1 cells, HTS | Muscarinic acetylcholine receptor M1 (Homo sapiens), P11229 | CHO-K1 hM1, agonist mode; 0% DMSO, 100% acetylcholine EC100 | activation, % at 3 µM | 360,000 tested, 0.33% active;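 active means activation above the run's mean compound activation plus 3 SD, cut at about 16% in these data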;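 further: peak over basal fluorescence ratio within a 140 s kinetic read after compound addition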
CHRM5 antagonist = human M5 muscarinic receptor antagonists, primary screen, CHO cells, Fluo-8 calcium fluorescence; 360,000 tested, 0.59% active; Muscarinic acetylcholine receptor M5 (Homo sapiens), P08912; inhibition, % at 3 µM; CHO-hM5 cells, ACh EC80;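 active means inhibition above a per-plate cutoff, the mean of that plate's test compounds plus 3 SD, cut at about 27% in these data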;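 further: 0% = acetylcholine EC80 with DMSO and 100% = DMSO without agonist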
Target sequence (P08912 whole entry, looked up): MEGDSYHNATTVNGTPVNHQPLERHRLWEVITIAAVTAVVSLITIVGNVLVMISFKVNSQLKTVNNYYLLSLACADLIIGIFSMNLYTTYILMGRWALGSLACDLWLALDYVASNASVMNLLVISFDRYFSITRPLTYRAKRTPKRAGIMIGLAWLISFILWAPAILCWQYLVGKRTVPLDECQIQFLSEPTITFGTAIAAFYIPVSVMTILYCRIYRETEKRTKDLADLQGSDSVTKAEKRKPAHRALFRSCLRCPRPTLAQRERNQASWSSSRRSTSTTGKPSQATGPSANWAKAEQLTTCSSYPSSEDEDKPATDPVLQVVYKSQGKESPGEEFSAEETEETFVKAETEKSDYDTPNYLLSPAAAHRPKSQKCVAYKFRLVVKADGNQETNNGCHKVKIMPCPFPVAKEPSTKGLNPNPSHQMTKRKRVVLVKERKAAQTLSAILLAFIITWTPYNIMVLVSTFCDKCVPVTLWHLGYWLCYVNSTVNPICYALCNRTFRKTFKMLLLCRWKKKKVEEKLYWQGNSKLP
CHRM5 PAM = human M5 muscarinic receptor positive allosteric modulators, primary screen, CHO-K1 cells, Fluo-8 calcium fluorescence; Muscarinic acetylcholine receptor M5 (Homo sapiens), P08912; CHO-K1 hM5, ACh EC20 PAM; 0% = ACh EC20, 100% = ACh EC100; activation, % at 3 µM; 360,000 tested, 0.3% active; AID 624038, 2012;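 active means activation above the run cutoff, the mean activation of all test compounds plus 3 SD, cut at about 18% in these data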
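system = human M5 receptor in CHO-K1 cells | compound = one concentration, 3 µM final (nominal) | schedule = Post-acetylcholine fluorescence recording 140 s | signal = Fluo-8 calcium dye fluorescence, kinetic read | benchmarks = low control EC20 acetylcholine (0%), high control EC100 acetylcholine (100%) | repeats = singlicate, one well per test compound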
M4 ag = human M4 muscarinic receptor agonists, primary screen, CHO-K1 cells, Fluo-8 calcium fluorescence; CHO-K1 hM4/Gqi5; vehicle 0%, full acetylcholine response 100%; 360,000 tested, 0.14% active; activation, % at 3 µM; Muscarinic acetylcholine receptor M4 (Homo sapiens), P08173;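 active means activation above the run mean over all test wells plus 3 SD, cut at about 32% in these data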;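 further: peak over basal fluorescence ratio per well then scaled between controls; 0% = DMSO wells and 100% = acetylcholine at EC100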
Target sequence (P08173 whole entry, looked up): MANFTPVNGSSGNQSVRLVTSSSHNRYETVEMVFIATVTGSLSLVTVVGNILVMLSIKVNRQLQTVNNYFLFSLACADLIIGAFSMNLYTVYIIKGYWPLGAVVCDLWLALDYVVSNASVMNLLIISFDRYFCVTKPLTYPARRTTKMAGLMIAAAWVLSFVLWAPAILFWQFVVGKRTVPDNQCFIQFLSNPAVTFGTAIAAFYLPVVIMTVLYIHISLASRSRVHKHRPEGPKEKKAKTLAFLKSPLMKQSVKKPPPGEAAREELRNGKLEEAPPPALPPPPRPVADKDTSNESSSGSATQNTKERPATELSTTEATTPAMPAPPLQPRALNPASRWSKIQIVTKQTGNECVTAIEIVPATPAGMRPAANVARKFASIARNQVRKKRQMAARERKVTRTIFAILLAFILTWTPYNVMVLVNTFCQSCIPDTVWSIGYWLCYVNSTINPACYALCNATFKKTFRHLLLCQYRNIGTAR
CHRM1 PAM = human M1 muscarinic receptor positive allosteric modulators, primary screen, CHO-K1 cells, Fluo-8 calcium fluorescence, 1536-well | AID 588819, 2011 | 360,000 tested, 0.088% active | CHO-K1 hM1, ACh EC20; 0% = ACh EC20, 100% = maximal ACh | activation, % at 3 µM | Muscarinic acetylcholine receptor M1 (Homo sapiens), P11229; in the data active means activation above about 19%, passing the limit was not always enough
M1 antag = human M1 muscarinic receptor antagonists, primary screen, CHO-K1 cells, Fluo-8 calcium fluorescence, 1536-well; Muscarinic acetylcholine receptor M1 (Homo sapiens), P11229; CHO-K1 hM1, ACh EC80 antagonist; inhibition, % at 3 µM; 360,000 tested, 1.3% active; AID 588852, 2011;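 active means percent inhibition above its own plate's cutoff, namely the mean of that plate's compound wells plus 3 SD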;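 further: peak over basal fluorescence ratio during 140 s after agonist addition; 0% = ACh EC80 plus DMSO and 100% = DMSO alone without agonist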
TAAR1 ag = human TAAR1 agonists, primary screen, Fluo-8 calcium fluorescence, CHO RD-HGA16 cells. Trace amine-associated receptor 1 (Homo sapiens), Q96RJ0. vehicle wells 0%, saturating PEA agonist 100%. activation, % at 3 µM. 360,000 tested, 0.99% active;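 active means activation above the mean activation of all test compounds in the run plus 3 SD, cut at about 38% in these data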
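test system = CHO RD-HGA16 cells carrying human TAAR1 plus Gα16 | schedule = 17-24 h seeding, 75 min 37 °C dye, 30 min RT | compound dosing = 3 µM single concentration | control set = DMSO and PEA EC100 | replicates = n 1 | signal = Fluo-8 fluorescence, 5 s baseline then 140 s kinetic read | measure = percent activation vs PEA EC100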
CHRM4 antagonist = human M4 muscarinic receptor antagonists, primary screen, CHO cells, Fluo-8 calcium fluorescence | 360,000 tested, 0.73% active | Muscarinic acetylcholine receptor M4 (Homo sapiens), P08173 | inhibition, % at 3 µM | CHO-hM4 cells, ACh EC80;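 active means inhibition above its plate's cutoff, the mean inhibition of sample wells plus 3 SD, cut at about 27% in these data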;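 further: 0% = acetylcholine EC80 with DMSO and 100% = DMSO without agonist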
CHRM5 agonist = human M5 muscarinic receptor agonists, primary screen, CHO-K1 cells, Fluo-8 calcium fluorescence; activation, % at 3 µM; CHO-K1 hM5 cells; 0% DMSO wells, 100% maximal acetylcholine response; Muscarinic acetylcholine receptor M5 (Homo sapiens), P08912; 360,000 tested, 0.19% active;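 active means activation above the run's mean over test compounds plus 3 SD, cut at about 23% in these data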;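 further: signal is peak over basal fluorescence ratio across the kinetic read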
* = called active by the depositor. This is a subset. The share of hits here may be higher or lower than overall.

`O=C(CS(=O)(=O)Cc1ccccc1)Nc1ccccc1Cl` gave M1 ag -4.7, CHRM5 antagonist -11.4, CHRM5 PAM 5.0, M4 ag 3.5, CHRM1 PAM 10.3, M1 antag -5.2, TAAR1 ag 6.5, CHRM4 antagonist -7.4 and CHRM5 agonist 0.2.
Screening COc1ccc(C(=O)COC(=O)CCN2C(=O)[C@@H]3[C@H](C2=O)[C@@H]2C[C@H]3C(Br)C2Br)cc1 (some centres undefined) returned M1 ag -3.0, CHRM5 antagonist 2.3, CHRM5 PAM -4.4, M4 ag 6.5, CHRM1 PAM -5.8, M1 antag 6.2, TAAR1 ag 8.9, CHRM4 antagonist 11.0 and CHRM5 agonist 0.8.
Screening COc1ccc(-n2c(Cc3cccn3C)nnc2SCC(=O)NCCc2ccccc2)cc1 returned M1 ag -4.0, CHRM5 antagonist -9.7, CHRM5 PAM 9.3, M4 ag -0.2, CHRM1 PAM 7.6, M1 antag -8.5, TAAR1 ag 2.3, CHRM4 antagonist -4.8 and CHRM5 agonist 1.6.
Screening CC(C)Oc1ccc(S(=O)(=O)N2CCOCC2)cc1NC(=O)CSc1nnc(C2CC2)n1C returned M1 ag -4.3, CHRM5 antagonist 4.7, CHRM5 PAM 1.9, M4 ag 0.4, CHRM1 PAM -1.8, M1 antag 4.5, TAAR1 ag 3.1, CHRM4 antagonist -6.1 and CHRM5 agonist -0.8.
CC(C)OC(=O)N(C)C[C@@H]1OCc2cn(nn2)CCCC(=O)N([C@@H](C)CO)C[C@H]1C was read as M1 ag -3.5, CHRM5 antagonist -6.7, CHRM5 PAM 1.2, M4 ag 0.1, CHRM1 PAM 0.6, M1 antag -7.5, TAAR1 ag 1.4, CHRM4 antagonist -13.5 and CHRM5 agonist 1.5.
`Cc1oc(-c2ccc(Cl)cc2)nc1CS(=O)CC(=O)NCCN1CCCCCC1` (centres undefined) gave M1 ag -4.3, CHRM5 antagonist -2.6, CHRM5 PAM 1.3, M4 ag 12.5, CHRM1 PAM 8.1, M1 antag -12.4, TAAR1 ag -2.1, CHRM4 antagonist 7.7 and CHRM5 agonist -8.1.
For Cc1ccc(-c2nc3cc(N)ccc3o2)c(C)c1 the results were M1 ag -4.1, CHRM5 antagonist -0.6, CHRM5 PAM -0.5, M4 ag -1.0, CHRM1 PAM -4.3, M1 antag 14.3, TAAR1 ag 11.3, CHRM4 antagonist 2.3 and CHRM5 agonist -1.8.
Screening O=C(C[C@@H]1C/C=C\C[C@@H](Cc2ccc(F)cc2)C(=O)OC[C@H]2CCCN2C1=O)NCCO returned M1 ag -1.6, CHRM5 antagonist 1.6, CHRM5 PAM 0.2, M4 ag 1.1, CHRM1 PAM 10.7, M1 antag -6.5, TAAR1 ag 1.5, CHRM4 antagonist 3.6 and CHRM5 agonist 5.2.
`Cc1ccn2c(=O)cc(C)nc2c1` gave M1 ag -3.3, CHRM5 antagonist -7.6, CHRM5 PAM 1.6, M4 ag 0.9, CHRM1 PAM 13.2, M1 antag -13.4, TAAR1 ag 0.6, CHRM4 antagonist 0.1 and CHRM5 agonist 0.0.
Screening Cc1sc2c(c1C)c(=O)n(-c1cccc(C(F)(F)F)c1)c(=O)n2CC(=O)NCc1ccco1 returned M1 ag -1.1, CHRM5 antagonist 1.5, CHRM5 PAM -9.3, M4 ag -0.9, CHRM1 PAM -0.8, M1 antag 4.9, TAAR1 ag 11.1, CHRM4 antagonist 9.8 and CHRM5 agonist -1.3.
Screening CCOc1ccc(NC(=O)CCc2nnc3ccc(N4CCC(C)CC4)nn23)cc1 returned M1 ag -6.2, CHRM5 antagonist 5.0, CHRM5 PAM -4.0, M4 ag 1.7, CHRM1 PAM 6.1, M1 antag -25.9, TAAR1 ag -3.0, CHRM4 antagonist -10.4 and CHRM5 agonist -5.5.
N#Cc1cccc(NC(=O)Cn2c3[n+](c4ccc(C(F)(F)F)cc42)CCCCC3)c1 was read as M1 ag -9.2, CHRM5 antagonist -4.5, CHRM5 PAM -0.8, M4 ag 1.0, CHRM1 PAM 0.1, M1 antag 1.6, TAAR1 ag -0.4, CHRM4 antagonist -1.1 and CHRM5 agonist -4.1.
For Cc1cc(SCC(=O)NC2CC2)nc2ccccc12 the results were M1 ag 0.1, CHRM5 antagonist -1.5, CHRM5 PAM -1.5, M4 ag 6.2, CHRM1 PAM 5.6, M1 antag -3.5, TAAR1 ag 14.3, CHRM4 antagonist 11.4 and CHRM5 agonist 3.9.
Screening O=C1NCCCC2c3c(cc(Br)c(O)c3Br)OC12N1CCOCC1 (centres undefined) returned M1 ag -3.5, CHRM5 antagonist 6.1, CHRM5 PAM 0.8, M4 ag 0.3, CHRM1 PAM 0.8, M1 antag 5.4, TAAR1 ag 2.0, CHRM4 antagonist 8.1 and CHRM5 agonist -0.5.
For CSc1nc(O)c(C(c2ccccc2)c2c(O)nc(SC)[nH]c2=O)c(=O)[nH]1 the results were M1 ag -2.2, CHRM5 antagonist 4.8, CHRM5 PAM 1.6, M4 ag 0.4, CHRM1 PAM 8.6, M1 antag -4.2, TAAR1 ag -0.3, CHRM4 antagonist 5.6 and CHRM5 agonist 2.5.
CCOC1=C2[C@@H](CN(S(=O)(=O)c3ccc(C)cc3)[C@H]2c2cccs2)[C@H]2C(=O)N(c3ccccc3)C(=O)[C@H]2C1 was read as M1 ag -2.7, CHRM5 antagonist -11.6, CHRM5 PAM 5.0, M4 ag -0.4, CHRM1 PAM 4.3, M1 antag -11.9, TAAR1 ag -1.6, CHRM4 antagonist -13.0 and CHRM5 agonist 3.4.
CCCCCNC(=O)CCn1c(=O)oc2ccccc21 was read as M1 ag -0.7, CHRM5 antagonist -1.8, CHRM5 PAM 0.0, M4 ag 0.4, CHRM1 PAM 14.9, M1 antag -18.4, TAAR1 ag 4.8, CHRM4 antagonist -7.5 and CHRM5 agonist -0.2.
Screening O=C(CN1CCCC1)Nc1ccc(Br)cc1 returned M1 ag -4.4, CHRM5 antagonist 12.2, CHRM5 PAM 0.5, M4 ag 0.9, CHRM1 PAM 10.5, M1 antag -12.7, TAAR1 ag 7.4, CHRM4 antagonist 1.0 and CHRM5 agonist -0.5.
`COc1ccc(NC(=O)Cn2nnc(-c3ccccc3NC(=O)c3ccco3)n2)cc1` gave M1 ag 11.0, CHRM5 antagonist -2.4, CHRM5 PAM -7.3, M4 ag 0.2, CHRM1 PAM 1.4, M1 antag -3.2, TAAR1 ag 9.2, CHRM4 antagonist 8.2 and CHRM5 agonist 1.3.
For CCN(CC)c1ccc(CN2CCC(C(=O)NCc3ccc(C)cc3)CC2)cc1 the results were M1 ag 0.8, CHRM5 antagonist 7.3, CHRM5 PAM -2.3, M4 ag 6.6, CHRM1 PAM 1.9, M1 antag -1.4, TAAR1 ag 4.1, CHRM4 antagonist 0.9 and CHRM5 agonist -0.2.
Screening COc1ccc(NC(=O)CCNS(=O)(=O)c2ccc(Cl)c([N+](=O)[O-])c2)cc1S(N)(=O)=O returned M1 ag -4.2, CHRM5 antagonist 6.8, CHRM5 PAM 4.2, M4 ag 0.5, CHRM1 PAM 16.4, M1 antag -20.6, TAAR1 ag 2.7, CHRM4 antagonist 11.2 and CHRM5 agonist -1.6.
For CCCCCC[C@@H]([C@@H](C)O)n1cnc2c(N)ncnc21 the results were M1 ag 1.5, CHRM5 antagonist -5.3, CHRM5 PAM 0.2, M4 ag 2.8, CHRM1 PAM 3.4, M1 antag -28.6, TAAR1 ag 0.5, CHRM4 antagonist 1.6 and CHRM5 agonist 2.1.
COc1ccc(OCCC(=O)OCC(=O)NC(=O)NC(C)(C)C)cc1 was read as M1 ag -0.1, CHRM5 antagonist -6.3, CHRM5 PAM 6.0, M4 ag 3.0, CHRM1 PAM 13.1, M1 antag -17.6, TAAR1 ag 2.5, CHRM4 antagonist -4.4 and CHRM5 agonist 0.0.
For Cc1ccc(-c2nnn(CC(=O)N(CC(=O)NCc3ccccc3)c3cccc(C)c3C)n2)o1 the results were M1 ag -0.4, CHRM5 antagonist 5.0, CHRM5 PAM -7.0, M4 ag 12.5, CHRM1 PAM -3.7, M1 antag 6.6, TAAR1 ag 11.7, CHRM4 antagonist 3.1 and CHRM5 agonist 4.4.
For CC(=O)c1ccc(NC(=O)c2ccn(C(=O)OCC(C)C)n2)cc1 the results were M1 ag -2.6, CHRM5 antagonist -5.4, CHRM5 PAM 0.0, M4 ag 0.9, CHRM1 PAM 2.7, M1 antag -6.5, TAAR1 ag 5.5, CHRM4 antagonist -0.3 and CHRM5 agonist -1.1.
`CCCn1c(C)nc2cc(Cl)c(N3CCN(c4nc(-c5ccc(C)cc5)cs4)CC3)cc21` gave M1 ag -6.7, CHRM5 antagonist 12.5, CHRM5 PAM -3.0, M4 ag -1.2, CHRM1 PAM 5.6, M1 antag -2.5, TAAR1 ag -0.5, CHRM4 antagonist -5.1 and CHRM5 agonist -0.4.
For COc1ccccc1C(=O)NC(=O)OCCn1c(C)cnc1[N+](=O)[O-] the results were M1 ag -5.7, CHRM5 antagonist 2.8, CHRM5 PAM 7.1, M4 ag 0.5, CHRM1 PAM 11.1, M1 antag -14.1, TAAR1 ag 2.2, CHRM4 antagonist -0.6 and CHRM5 agonist 3.1.
CCN(CC(=O)Nc1ccccc1C(F)(F)F)C(=O)c1oc2ccc(OC)cc2c1C was read as M1 ag 1.0, CHRM5 antagonist 7.6, CHRM5 PAM -5.7, M4 ag 10.3, CHRM1 PAM 2.2, M1 antag -8.5, TAAR1 ag 3.0, CHRM4 antagonist -14.9 and CHRM5 agonist 4.0.
Screening COCCNc1nc(NCCCN2CCCC2=O)c2sc(-c3ccccc3)cc2n1 returned M1 ag -8.3, CHRM5 antagonist -6.6, CHRM5 PAM 0.0, M4 ag 6.8, CHRM1 PAM -11.4, M1 antag 2.0, TAAR1 ag -0.9, CHRM4 antagonist -16.9 and CHRM5 agonist -2.2.
